Screening results from PubChem BioAssay.
RECQ1 inh = qHTS Assay for Inhibitors of RecQ-Like Dna Helicase 1 (RECQ1); ATP-dependent DNA helicase Q1 (Homo sapiens), P46063; RECQ1 DNA unwinding, red fluorescence kinetic read; Potency, µM (doses to about 57.3 µM), inactives show at the top dose activity, negative = inhibition, actives largely listed as inhibitors; hit rate 0.54% among 240,000;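 also: plate controls were vehicle for no effect and no enzyme for full effect; nearly all actives have a fitted effect of over 30% in size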
Target sequence (P46063 whole entry, looked up): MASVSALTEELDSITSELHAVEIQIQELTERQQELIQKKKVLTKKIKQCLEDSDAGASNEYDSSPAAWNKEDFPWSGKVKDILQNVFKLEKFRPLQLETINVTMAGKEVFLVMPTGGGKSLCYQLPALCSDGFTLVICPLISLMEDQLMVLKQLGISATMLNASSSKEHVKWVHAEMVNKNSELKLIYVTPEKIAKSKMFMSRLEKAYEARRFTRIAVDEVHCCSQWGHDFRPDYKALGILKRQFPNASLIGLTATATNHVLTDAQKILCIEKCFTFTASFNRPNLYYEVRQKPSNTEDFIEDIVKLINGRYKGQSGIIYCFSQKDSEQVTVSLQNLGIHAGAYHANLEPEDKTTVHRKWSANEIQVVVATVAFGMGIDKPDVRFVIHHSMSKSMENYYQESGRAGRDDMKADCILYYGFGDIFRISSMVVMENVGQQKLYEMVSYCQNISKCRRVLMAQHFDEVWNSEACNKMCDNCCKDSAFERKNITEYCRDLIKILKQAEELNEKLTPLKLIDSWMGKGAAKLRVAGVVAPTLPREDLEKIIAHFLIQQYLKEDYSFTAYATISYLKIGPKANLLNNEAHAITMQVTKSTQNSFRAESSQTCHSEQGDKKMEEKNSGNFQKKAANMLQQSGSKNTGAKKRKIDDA
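RECQ1T1 50 nM; forked duplex (20 bp + 30-nt ss tails) 200 nM, ATP 2 mM final; pH 8.0, 2 mM MgCl2, 2.5 ug/ml poly(dI-dC); 15 min compound preincubation; discontinuous kinetic read over 2 h at RT.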
NPSR antag = qHTS Assay for Antagonists of the Neuropeptide S Receptor: cAMP Signal Transduction. AID 1461, 2008. hit rate 1% among 220,000. Q6W5P4. CHO-NPSR cells, cAMP TR-FRET, antagonist mode. Potency, µM (top dose mostly 38.3 µM), for inactives: at the top dose activity change, negative = inhibition, hits mostly inhibitors; also: % is scaled to controls: 0 for no effect and ±100 for the full control effect; nearly all actives have a fitted effect of over 50% in size; many of its hits are not listed in these tables
KinaseGlo FLuc = Counterscreen for Luciferase (Kinase-Glo TM) Inhibition; Luciferin 4-monooxygenase (Photuris pensylvanica), Q27757; Kinase-Glo luciferase, ATP luminescence, 8 min; Potency, µM (series often up to 38.3 µM), without a hit: at the top dose activity change, negative = inhibition, usual class: inhibitors; hit rate 0.28% among 200,000; AID 1379, 2008; also: % is scaled to controls: 0 for no effect and ±100 for the full control effect; nearly all actives have a fitted effect of over 60% in size
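Compound is pinned into ATP-containing buffer (10 uM ATP, imidazole pH 7.2, 7 mM MgCl2). Kinase-Glo luciferase reagent is then added. Light output is recorded following an 8-min room-temperature incubation.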
Epigenetic derep = Quantitative High-Throughput Screen for Regulators of Epigenetic Control; murine LDR cells, GFP reporter derepression, 30 h; Potency, µM (titrated, usually from 53.9 µM), inactives show at the highest dose GFP activation, actives largely listed as activators; hit rate 0.2% among 280,000; AID 1865, 2009; also: % of control where 0% means no effect; nearly all actives have a fitted effect of over 60% in size
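GFP-positive cell count by laser-scanning cytometry (objects 20–120 um) after 30 h, 37 C compound exposure of murine LDR cells; reporter is CMV-GFP integrated at a silenced locus, inducible by HDAC or DNMT inhibitors.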
IMPase Li inh = qHTS Assay for Identifying the Cell-Membrane Permeable IMPase Inhibitors: Potentiation with Lithium; CHO-M1 cells, IP1 TR-FRET (IP-One), carbachol + lithium; Potency, µM (titrated, usually from 59.4 µM), for the others: at the highest dose activity, negative = IMPase inhibition, actives largely listed as inhibitors; hit rate 0.35% among 210,000; AID 1457, 2008;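 also: IP1 builds up when IMPase is blocked and the TR-FRET signal falls; plate controls were basal vehicle for no effect and high inhibitor control for full effect; nearly all actives have a fitted effect of over 50% in size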
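Test compounds were applied to CHO-M1 cells previously cultured for 16–30 h at 2000 per well. A small lithium amount accompanied them; after 30 min at 37C, IP1 was quantified by TR-FRET.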
GoLoco inh red = qHTS Assay for Inhibitors of RGS12 GoLoco Motif Activity (Red Fluorophore) | hit rate 0.44% among 230,000 | Potency, µM (top dose mostly 61.6 µM), inactives show top-dose activity, negative = inhibition, actives largely listed as inhibitors | AID 880, 2007 | Gai1:RGS12 GoLoco peptide FP, rhodamine, 10 min | Guanine nucleotide-binding protein G(i) subunit alpha-1 (Homo sapiens), P63096; active = well fitted inhibition curve with a large enough effect, not every such curve was filed as active; inactive = no such curve, though single readings can be large or run the other way; also: % is scaled to controls: 0 for no effect and ±100 for the full control effect; nearly all actives have a fitted effect of over 30% in size; many of its hits are not listed in these tables
JMJD2E inh = qHTS Assay for Inhibitors of Human Jumonji Domain Containing 2E (JMJD2E) | Lysine-specific demethylase 4E (Homo sapiens), B2RXH2 | JMJD2E catalytic domain, FDH-coupled NADH fluorescence (FDH is formaldehyde dehydrogenase) | Potency, µM (top dose mostly 57.1 µM), inactives show at the highest dose activity change, negative = inhibition, most hits filed as inhibitors | hit rate 1.6% among 230,000 | AID 2147, 2009; active = well fitted inhibition curve with a large enough effect, not every such curve was filed as active; inconclusive = small, poorly fitted or top-dose-only effect, or another doubt; inactive = no such curve, though single readings can be large or run the other way;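 also: 0% = wells with enzyme and -100% = buffer wells without enzyme; nearly all actives have a fitted effect of over 50% in size; many of its hits are not listed in these tables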
Target sequence (B2RXH2 1-337 limits assumed): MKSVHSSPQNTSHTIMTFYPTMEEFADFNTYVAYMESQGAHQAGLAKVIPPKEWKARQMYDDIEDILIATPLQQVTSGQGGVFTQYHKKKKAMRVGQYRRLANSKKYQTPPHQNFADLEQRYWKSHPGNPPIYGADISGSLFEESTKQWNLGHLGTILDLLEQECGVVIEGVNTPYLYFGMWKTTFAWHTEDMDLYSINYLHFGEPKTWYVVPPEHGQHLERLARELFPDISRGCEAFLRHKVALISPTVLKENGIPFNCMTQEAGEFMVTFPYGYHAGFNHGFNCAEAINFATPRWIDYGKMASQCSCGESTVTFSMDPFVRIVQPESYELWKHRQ
SMN2 splice up = qHTS Assay for Enhancers of SMN2 Splice Variant Expression; Potency, µM (doses to about 46.1 µM), for the others: at the top dose activity change, positive = activation, most hits filed as activators; HEK293 SMN2-luciferase splicing reporter, luminescence, 30-36 h; AID 1458, 2008; hit rate 2.8% among 210,000; also: % of control where 0% means no effect; nearly all actives have a fitted effect of over 55% in size
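HEK293 cells carry an SMN2 […]–luciferase reporter in which exon 7 inclusion puts luciferase in frame. Cells were plated 10-12 h before compound addition, then incubated 30-36 h at 37C. ONE-Glo luminescence was read; sodium butyrate at 4.5 mM final served as control.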
An asterisk follows results filed as active; i = inactive; ? = inconclusive; . = no result given; & = joins results of further samples; [ ] = remark or other dose. Unless noted, calls follow the shape of the dose curve; as a rule, active = well fitted curve in the direction sought with a large enough effect; inconclusive = small, poorly fitted or top-dose-only effect, or another doubt; inactive = no such curve, though single readings can be large; an effect the other way counts as inactive or inconclusive. Potency is read from the fitted curve at half-maximal effect.

canonical_smiles | RECQ1 inh | NPSR antag | KinaseGlo FLuc | Epigenetic derep | IMPase Li inh | GoLoco inh red | JMJD2E inh | SMN2 splice up
O=C(/C=C/c1cccs1)Nc1scc(-c2ccccc2)c1C(=O)O | -9% | -5% | -12% | 0.3% | 0% | 160%[activator] | 5µM* | 11µM*
COc1ccc(CCNC(=O)C(C(=O)c2ccccc2)n2ccccc2=O)cc1OC (stereo unspecified) | -6% | -10%[46.1 µM] | . | 0.9% | . | . | 3% | .
Cn1nnnc1SCCNCc1ccccc1OCc1ccc(F)cc1 | -2% | -24% | -1% | -1.5% | 9% | 11% | -4% | -14%
COC(=O)[C@@H](NC(=O)NCc1ccco1)C(C)C | 15% | -14%[46.1 µM] | -5% | -1.0% | 31%[38.3 µM] | 6% | 5% | 24%
CCC1CCCCN1C(=S)NC1CCCCC1 (stereo unspecified) | -1% | 13% | 0% | 1.0% | -1% | 0% | 6% | -20%
O=C(NCCc1csc(-c2cccnc2)n1)c1ccc(Br)o1 | -2% | -11%[46.1 µM] | -1% | -1.9% | 13%[38.3 µM] | -10% | -18% | -13%
Cc1ccc(-c2ccc(C(=O)O)[nH]2)cc1 | -1% | -7%[46.1 µM] | -1% | -0.9% | -9%[38.3 µM] | 16% | ? | -7%
Cc1cccc(SC2CCN(Cc3nc(CC4CC4)no3)CC2)c1 | -2% | 13% | . | -0.6% | . | 3% | -5% | .
CN1CCN(S(=O)(=O)c2ccc(NC(=O)Nc3cccc(Cl)c3)cc2)CC1 | -9% | 3%[46.1 µM] | 3% | -13% | 35%[activator][38.3 µM] | 11% | 3% | 15%
COc1cc(/C=C/C(=O)OCC(=O)NCCN2C(=O)CSC2=O)ccc1OC(F)F | 3% | -1% | 0% | -0.4% | -7% | -7% | ? | 5%
O=C(CCCSc1nc2ccccc2[nH]1)NCc1ccccc1Cl | -6% | 23%[46.1 µM] | . | -0.9% | . | . | -7% | .
CCCn1nnc(NC(=O)C(c2ccccc2)c2ccccc2)n1 | -3% | -3%[46.1 µM] | -1% | -1.0% | 43%[activator][38.3 µM] | 9% | -8% | -4%
O=S(=O)(NCCC1CC1(Cl)Cl)c1ccccc1 (stereo unspecified) | 3% | -4% | . | 6.1% | . | 9% | 0% | .
OC(COc1ccccc1)CN1CCN(CC(O)COc2ccccc2)CC1 (stereo unspecified) | -13% | 20% | 3% | -2.1% | -5% | -1% | -4% | 14%
CCOc1ccc(N(CCCCO)C(=S)NC(=O)c2ccc(C)c(Br)c2)cc1 | i | -24% | 0% | -1.8% | 15% | 10% | -12% | 8%
N=c1sccn1CC(=O)Nc1cc(Cl)ccc1[N+](=O)[O-] | -10% | 4% | 3% | -3.2% | -1% | -5% | 4% | 11%
Cc1cc(C)cc(NC(=O)CSc2nc(CSc3ccc(Cl)cc3)cc(=O)[nH]2)c1 | -12% | 1% | . | 11% | . | 12% | -4% | .
Cc1ccccc1N=C1N=C(N)c2ccccc21 | i | 21% | 5% | 0.0% | -6% | 8% | 4% | 5%
CCSc1nccc(-c2nn(-c3ccc(C)cc3)ccc2=O)n1 | -5% | 5%[46.1 µM] | 22% | 1.5% | 24%[38.3 µM] | 6% | ? | -27%
O=C(c1ccncc1)c1ccc(N2CCN(C3CC(=O)N(Cc4cccs4)C3=O)CC2)cc1 (stereo unspecified) | i | -13% | 2% | -1.0% | 19% | 16% | 5% | -48%[inhibitor]
CCC(C(=O)NCc1ccc(F)cc1)N(Cc1ccco1)C(=O)c1snc(C(N)=O)c1N (stereo unspecified) | -10% | -24%[46.1 µM] | 13% | -3.5% | -5%[38.3 µM] | 7% | ? | -15%
Cc1ccc(C(=O)N2c3ccc(F)cc3CCC2C)o1 (stereo unspecified) | i | -9%[46.1 µM] | 6% | -1.1% | 25%[38.3 µM] | -3% | 3% | .
COCCn1c(SCC(=O)Nc2cc(C)on2)nc2c(c1=O)SC(C)C2 (stereo unspecified) | 2% | 4% | . | 1.0% | . | -2% | 1% | .
O=C(CCC(=O)NC1CCCCCCC1)Nc1nnc(C(F)(F)F)s1 | -11% | -3%[46.1 µM] | -2% | -4.3% | 12%[38.3 µM] | 7% | 14% | -4%
O=S(=O)(NCC1CCCO1)c1ccc2ccccc2c1 (stereo unspecified) | -4% | 3%[46.1 µM] | -3% | 2.0% | -3%[38.3 µM] | 0% | 7% | 5%
C=CCn1c(=S)[nH]c2ccccc2c1=O | i | 4%[46.1 µM] | -2% | 0.0% | -10% | 4% | 5% | -22%
COc1ccccc1C(=O)N1C(CC(=O)Nc2cc(Cl)ccc2C)C(=O)NC2CCCCC21 (stereo unspecified) | -7% | 0%[46.1 µM] | 1% | 1.4% | 38%[activator][38.3 µM] | -5% | -10% | -7%
O=C(CCCN1C(=O)/C(=C\c2ccco2)SC1=S)Nc1ccc2ccccc2c1 | -19% | -14%[46.1 µM] | 0% | ? | 0% | 46%[activator] | -3% | 265%
O=C(/C=C/c1ccccc1[N+](=O)[O-])NCCCn1ccnc1 | 3% | 9% | 3% | -1.8% | 3% | -4% | 3% | 0%
Cc1ccccc1/C=C1\OC(=O)c2ccccc21 | -3% | 15%[46.1 µM] | 3% | -1.1% | -1%[38.3 µM] | -3% | ? | -3%
CC(NC(=O)CSc1ncccn1)c1ccccc1 (stereo unspecified) | -6% | 0%[46.1 µM] | . | -7.2% | . | . | -4% | .
CCC(=O)N1CC2(CC(c3cccc(NC(=O)CC(c4ccccc4)c4ccccc4)c3)=NO2)C[C@H]1C(N)=O (stereo partly specified) | i | 12% | . | -1.1% | . | 14% | 7% | .
Cc1ccc(S(=O)(=O)NNC(=O)c2cc(C)cs2)cc1 | 0% | 1% | . | 0.1% | . | 7% | 5% | .
CCC(C)n1c(NC(=O)c2ccccc2)c(C#N)c2nc3ccccc3nc21 (stereo unspecified) | -13% | -10%[46.1 µM] | -4% | 20µM* | 0%[38.3 µM] | 182%[activator] | ? | -59%[inhibitor]
Cn1c(=O)cc(SCC(=O)N2CCN(c3ccccc3)CC2)c2ccccc21 | -8% | -11%[46.1 µM] | -4% | -2.3%&1.5% | 11%[38.3 µM] | -21% | -7% | 10%&6%
O=C(NCc1ccco1)C1CCN(c2nc3ccccc3n2Cc2ccc(F)cc2)CC1 | -11% | -22%[46.1 µM] | -3% | 3.7% | 19%[38.3 µM] | -1% | 7% | -13%
CC(=O)C1=C(C)OC(N)=C(C#N)C1c1cc2cccc(C)c2nc1Cl (stereo unspecified) | -6% | -13%[46.1 µM] | 3% | -2.3% | -22%[38.3 µM] | 17% | ? | 2%
CCOC(=O)C1=C(C)NC(=O)NC1c1ccc(C)o1 (stereo unspecified) | -9% | -3%[46.1 µM] | -6% | -2.9% | -2%[38.3 µM] | 4% | 6% | 5%
CCCCN(CC)C(=S)Nc1ccc2nc(N3CCN(C)CC3)cc(C)c2c1 | -12% | -38% | -1% | -3.1% | 4% | 3% | ? | 31%
Cc1ccc(S(=O)(=O)N2CC(=O)Nc3ccccc32)cc1C | -6% | 7%[46.1 µM] | 4% | 1.0% | -3%[38.3 µM] | -9% | 4% | -20%
Cc1c(C(=O)N2CCOCC2)sc(NC(=O)Cc2ccccc2)c1C#N | i | -3% | 1% | -4.8% | 4% | -2% | 12% | -3%
O=C(c1ccc(COc2ccccc2Br)o1)N1CCN(c2ccccn2)CC1 | ? | -19%[46.1 µM] | 1% | -2.3% | 4%[38.3 µM] | 7% | -2% | 2%
O=[N+]([O-])c1ccc(NC(=S)NCCc2ccc(Cl)cc2)cc1 | -13% | ? | 3% | -2.9% | 63%[activator][38.3 µM] | -1% | -4% | -70%[inhibitor]
CCOCCn1c(SCc2cccc(C)c2)nc2c1c(=O)[nH]c(=O)n2C | -12% | -7%[46.1 µM] | -1% | 0.4% | 11%[38.3 µM] | -5% | -8% | 15%
CCc1ccccc1NC1c2ccccc2C(=O)N1Cc1ccco1 (stereo unspecified) | -6% | -9% | 1% | 0.0% | 10% | -4% | 6% | -18%
NS(=O)(=O)c1ccc(NC(=O)COC(=O)c2cc3ccccc3cc2O)cc1 | -2% | ? | . | 2.0% | . | 3% | -5% | .
COc1ccc(-c2csc3ncnc(Cl)c23)cc1 | -7% | ? | -1% | -2.9% | 3% | 21% | 17% | .
COc1ccc([N+](=O)[O-])cc1NC(=O)CN(C)S(=O)(=O)c1ccccc1 | -3% | -12% | -4% | 1.3% | 7% | 10% | 3% | -6%
CCOC(=O)c1c(NC(=O)c2c(C)noc2C)sc2c1CCCCC2 | i | 1%[46.1 µM] | 0% | -2.5% | -4%[38.3 µM] | 3% | ? | 0%

Some of these compounds in order of formula weight, highest first:
canonical_smiles | RECQ1 inh | NPSR antag | KinaseGlo FLuc | Epigenetic derep | IMPase Li inh | GoLoco inh red | JMJD2E inh | SMN2 splice up
CCCCN(CC)C(=S)Nc1ccc2nc(N3CCN(C)CC3)cc(C)c2c1 | -12% | -38% | -1% | -3.1% | 4% | 3% | ? | 31%
CCOCCn1c(SCc2cccc(C)c2)nc2c1c(=O)[nH]c(=O)n2C | -12% | -7%[46.1 µM] | -1% | 0.4% | 11%[38.3 µM] | -5% | -8% | 15%
CCOC(=O)c1c(NC(=O)c2c(C)noc2C)sc2c1CCCCC2 | i | 1%[46.1 µM] | 0% | -2.5% | -4%[38.3 µM] | 3% | ? | 0%
O=[N+]([O-])c1ccc(NC(=S)NCCc2ccc(Cl)cc2)cc1 | -13% | ? | 3% | -2.9% | 63%[activator][38.3 µM] | -1% | -4% | -70%[inhibitor]
CCOC(=O)C1=C(C)NC(=O)NC1c1ccc(C)o1 (stereo unspecified) | -9% | -3%[46.1 µM] | -6% | -2.9% | -2%[38.3 µM] | 4% | 6% | 5%

The list is partial; rates above refer to the full screens.
